Screens: PubChem BioAssay, National Center for Advancing Translational Sciences (NCATS)
D2 ag = activates the human D2 dopamine receptor | activation, % at 2 µM | HEK293 T-REx D2 cells, calcium flux agonist mode | hit rate 0.53% among 340,000;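 active = activation over 3 SD above normal in the single-dose calcium agonist read, cut at about 30% in these data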; note: 0% is about no effect
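In this primary screen, compounds producing a positive calcium signal within 180 s of addition to tetracycline-induced, force-coupled HEK293 Trex D2 cells are flagged; cells are dye-loaded with a no-wash calcium kit beforehand.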
TRHR PAM = TRH receptor (human) allosteric enhancement | TRHR cells, fluo-8 calcium fluorescence, EC20 TRH enhancement | enhancement, % at 2 µM | hit rate 0.66% among 360,000 | AID 493056; in the data active = enhancement above about 30%; note: 0% is about no effect
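Enhancer read-out: after compound pinning and an initial kinetic agonist-mode read, an EC20 of TRH (10 nM final) was injected and fluo-8 calcium signal (Ex 480/Em 530) followed at 1 s/cycle for 100 cycles in TRHR-expressing cells.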
IDH1 R132H inh = inhibitors of human mutant IDH1 R132H | IDH1-R132H enzyme, NADPH consumption, diaphorase/resazurin fluorescence | Potency, µM (highest dose often 76.6 µM), without a hit: at the highest dose activity change, negative = inhibition, actives largely listed as inhibitors | hit rate 0.093% among 390,000 | AID 602179; note: potency is the fitted concentration of half-maximal effect; % is set by controls: 0 for no effect and ±100 for the full control effect; nearly all actives have a fitted effect of over 65% in size
Target sequence (O75874 whole entry R132H, stated change not applied): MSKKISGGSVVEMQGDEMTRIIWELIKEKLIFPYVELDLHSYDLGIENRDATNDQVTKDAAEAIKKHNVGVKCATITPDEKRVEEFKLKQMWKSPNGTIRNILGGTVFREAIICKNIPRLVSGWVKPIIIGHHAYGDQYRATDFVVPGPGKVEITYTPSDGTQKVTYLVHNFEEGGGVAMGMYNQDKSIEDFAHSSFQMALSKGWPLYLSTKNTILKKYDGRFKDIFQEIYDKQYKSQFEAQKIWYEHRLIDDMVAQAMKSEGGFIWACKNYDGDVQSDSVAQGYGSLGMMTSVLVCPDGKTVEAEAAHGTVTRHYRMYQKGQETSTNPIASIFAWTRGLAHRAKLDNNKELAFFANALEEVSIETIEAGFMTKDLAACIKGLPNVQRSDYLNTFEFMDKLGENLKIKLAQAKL
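IDH1-R132H (0.5 ug/mL dispensed) in pH 7.5 Tris buffer was preincubated 30 min with compound, then given a substrate mix of 0.016 mM NADPH and 2 mM alpha-KG for 80 min at room temperature; remaining NADPH was read by diaphorase/resazurin fluorescence.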
Pin1 inhibitor = blocks the human prolyl isomerase Pin1. hit rate 0.009% among 390,000. Q13526. Pin1 FP peptide displacement, HiFluor488, 10 min. Potency, µM (titrated, usually from 115 µM), inactives show top-dose activity, negative = inhibition, hits mostly inhibitors; active = well fitted inhibition curve with a large enough effect in the polarisation, with a control signal flat, not every such curve was filed as active; inconclusive = small, poorly fitted or top-dose-only effect, or effect the other way, or a change in a side signal; inactive = no such curve, though single readings can be large or run the other way; the % refers to the polarisation; note: potency is the fitted concentration of half-maximal effect; % is set by controls: 0 for no effect and ±100 for the full control effect
Target sequence (Q13526 whole entry, looked up): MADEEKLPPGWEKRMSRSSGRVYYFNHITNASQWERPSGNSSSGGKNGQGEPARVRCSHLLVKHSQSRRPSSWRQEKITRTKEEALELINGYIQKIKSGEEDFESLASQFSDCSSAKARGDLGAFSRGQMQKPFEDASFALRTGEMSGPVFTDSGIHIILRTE
TRHR ag = activates the human TRH receptor. activation, % at 2 µM. P34981. AID 493084. TRHR cells, calcium flux fluo-8, FDSS agonist mode. hit rate 0.18% among 360,000; in the data active = activation above about 30%; note: 0% is about no effect
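TRHR-expressing cells loaded with fluo-8 calcium dye; 23 nL library compound pin-transferred, kinetic FDSS fluorescence (Ex 480/Em 530) recorded about 180 s for agonist-induced calcium release, before a 10 nM TRH EC20 addition for potentiator mode.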
TrxR1 substrate = rat thioredoxin reductase 1 substrate activity | O89049 | purified TrxR1 substrate turnover, NADPH consumption readout | Potency, µM (highest dose often 114 µM), inactives show at the top dose activity change, negative = substrate turnover | hit rate 0.01% among 390,000 | AID 588456; note: potency is the fitted concentration of half-maximal effect; % is set by controls: 0 for no effect and ±100 for the full control effect; nearly all actives have a fitted effect of over 50% in size
Target sequence (O89049 whole entry, looked up): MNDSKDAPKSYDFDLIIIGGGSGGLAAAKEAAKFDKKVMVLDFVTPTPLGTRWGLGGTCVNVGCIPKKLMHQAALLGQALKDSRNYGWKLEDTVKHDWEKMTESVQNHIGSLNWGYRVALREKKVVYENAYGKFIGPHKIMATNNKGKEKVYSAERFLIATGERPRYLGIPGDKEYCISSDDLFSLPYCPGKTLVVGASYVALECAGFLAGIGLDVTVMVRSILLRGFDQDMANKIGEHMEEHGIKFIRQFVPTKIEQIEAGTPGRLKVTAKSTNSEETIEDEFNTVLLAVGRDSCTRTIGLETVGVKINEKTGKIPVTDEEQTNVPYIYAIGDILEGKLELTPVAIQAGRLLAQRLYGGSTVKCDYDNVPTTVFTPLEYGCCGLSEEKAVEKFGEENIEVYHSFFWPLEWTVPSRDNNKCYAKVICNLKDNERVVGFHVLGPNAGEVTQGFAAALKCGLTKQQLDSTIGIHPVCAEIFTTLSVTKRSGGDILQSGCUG
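Rat TrxR1, dispensed at 90 nM, was prereduced with 400 uM NADPH (final) for 5 min at ~22 deg C, then incubated with compound 15 min before 400 uM selenite. A first-read NADPH fluorescence drop versus no-compound background flagged substrates.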
TrxR1 inh = inhibitors of rat thioredoxin reductase 1 | recombinant rTrxR1, NADPH fluorescence consumption, selenite substrate | Potency, µM (top dose mostly 114 µM), inactives show at the highest dose activity change, negative = inhibition, actives largely listed as inhibitors | hit rate 1% among 390,000 | AID 588453; note: potency is the fitted concentration of half-maximal effect; % is set by controls: 0 for no effect and ±100 for the full control effect; nearly all actives have a fitted effect of over 65% in size
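Rat TrxR1 (90 nM in the dispensed reagent) was pre-reduced with 400 uM NADPH for 5 min at room temperature, then incubated with compound for 15 min. After 400 uM selenite was added, NADPH fluorescence (Ex 340/Em 450 nm) was followed for 8 min.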
D2 antagonist = antagonizes the human D2 dopamine receptor; P14416; HEK293 TREx D2 cells, calcium flux, dopamine EC80; inhibition, % at 10 µM; hit rate 2% among 340,000; AID 485344; in the data active = inhibition above about 30%; note: 0% is about no effect
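Antagonism is scored as inhibition of an EC80 dopamine-evoked calcium signal in a force-coupled, tetracycline-inducible HEK293 T-REx D2 line, with compound present 180 s before agonist.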
USP1-UAF1 inh = USP1/UAF1 (human) deubiquitinase inhibition. O94782. recombinant USP1/UAF1, Ub-Rhodamine cleavage fluorescence. Potency, µM (titrated, usually from 57.1 µM), inactives show at the highest dose activity change, negative = inhibition, actives largely listed as inhibitors. hit rate 0.23% among 390,000. AID 743255; note: potency is the fitted concentration of half-maximal effect; % is set by controls: 0 for no effect and ±100 for the full control effect; nearly all actives have a fitted effect of over 60% in size; inactives centre near -12
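High-throughput fluorogenic screen: 1nM USP1/UAF1 complex, Ub-Rho substrate 150nM final, 50mM HEPES pH 7.8 with 0.5mM EDTA, 0.1 mg/ml BSA, 1mM TCEP and 0.01% Tween-20.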
The depositor's hits bear a star; ? = inconclusive; nt = no result given; [ ] = another dose, or the depositor's remark. Unless noted, calls come from the whole dose curve; as a rule, active = well fitted inhibition curve with a large enough effect; inconclusive = small, poorly fitted or top-dose-only effect; inactive = no such curve, though single readings can be large or run the other way. Some of the compounds tested. The share of hits here may be higher or lower than overall.

compound	D2 ag	TRHR PAM	IDH1 R132H inh	Pin1 inhibitor	TRHR ag	TrxR1 substrate	TrxR1 inh	D2 antagonist	USP1-UAF1 inh
COC(=O)[C@@H](Cc1c[nH]c2ccccc12)NC(=O)CCC(=O)c1ccc(Br)cc1	-0.8	2	1%	1%	0.0	-3%	-4%	-20	-25%
CC(=O)NC12CC3CC(C1)CC(C(=O)N(C)CC(=O)Nc1ccccc1Cl)(C3)C2	-0.4	3	0%	-2%	0.0	2%	20%	6	-1%
NC(=O)[C@@H]1CC2(CC(c3cccc(NC(=O)CC(c4ccccc4)c4ccccc4)c3)=NO2)CN1C(=O)[C@@H]1CCC(=O)N1 (stereo not given in full)	-0.4	4	-5%	-2%	0.0	-6%[57.1 µM]	-24%[57.1 µM]	5	-5%
O=S(=O)(NCc1csc(-c2cccs2)n1)c1ccc(Cl)cc1	-1.8	-7	1%	-4%	-1.4	11%	11%	-9	-18%
O=C(NC(=S)Nn1cnnc1)c1cccc(Br)c1	0.8	0	6%	4%	0.2	-9%	-31%	9	-4%
C=CCn1c(C(C)NC(=O)c2ccccc2)n[nH]c1=S (stereo not given)	0.1	1	6%	11%	0.0	12%	-4%	-1	?
CCOC(=O)CCc1c(C)nc2cc(C3CCCN(C(=O)OC(C)(C)C)C3)[nH]n2c1=O (stereo not given)	0.3	11	-2%	0%	0.6	38%[activator]	15%	-16	-19%
O=C(O)CN1C(=O)C(=O)N(Cc2ccc(Cl)cc2Cl)C1=O	2.2	10	1%	0%	0.7	5%[57.1 µM]	0%[57.1 µM]	-10	-9%
Cc1ccc(C)n1NC(=O)c1cccc(Cl)c1	-0.7	6	5%	0%	-0.5	-9%	-6%	-18	-14%
Cc1cc(NC(=O)c2c(F)cccc2F)n(-c2nc3ccccc3[nH]2)n1	-0.5	-5	-3%	15%	0.3	-1%[57.1 µM]	19%	-1	-6%
O=c1cc(COc2cccc(C(F)(F)F)c2)nc2sc3c(n12)CCCC3	0.3	14	3%	4%	0.2	-5%	-5%	nt	?
CCC1CN(S(=O)(=O)c2cc(-c3onc(C)c3C)ccc2C)c2cc(Cl)ccc2O1 (stereo not given)	nt	-2	14%	-4%	0.1	-3%[57.1 µM]	10%[57.1 µM]	nt	-18%
O=C(COc1ccc(Cl)cc1)N(Cc1ccco1)C1CCS(=O)(=O)C1 (stereo not given)	1.4	-9	2%	1%	0.1	2%[11.4 µM]	-32%[11.4 µM]	-3	-6%
Cc1ccccc1CN1C[C@@H]2C[C@@H](c3ccc4nsnc4c3)N3CCC[C@@]23C1=O	nt	-5	-2%	7%	-2.2	-1%	-30%	nt	-11%
CCOc1cc(C(=O)N2CC(=O)Nc3ccc(F)cc3C2c2ccccc2)cc(OCC)c1OCC (stereo not given)	-0.2	-4	10%	2%	0.1	-13%	2%	nt	?
O=C(NC1(C(F)(F)F)N=C(c2ccccc2)NC1=O)c1ccccc1F (stereo not given)	1.2	-3	-1%	6%	0.0	-5%	-4%	-3	-14%
Cc1ccc(Cl)c(NC(=O)COC(=O)c2cc[n+]([O-])cc2)c1Cl	nt	nt	0%	1%	nt	-10%	-7%	nt	4%
O=C(CN1C(=O)C2CCCCC2C1=O)Nc1ccccc1N1CCCC1 (stereo not given)	0.2	0	-9%	-6%	0.1	0%[57.1 µM]	2%[57.1 µM]	-12	-7%
COc1ccc(NC(=O)COC(=O)CNC(=O)c2cc(OC)c(OC)c(OC)c2)cc1	-1.0	2	10%	-7%	0.0	-3%	-1%	4	-12%
COc1cc2cc(CN(CCO)C(=O)c3cccs3)c(=O)[nH]c2cc1OC	nt	-7	2%	-12%	1.4	26%	2%	nt	3%
O=C(Nc1ccc(-n2cccn2)cc1)C1CCCCN1Cc1cccc2c1OCO2 (stereo not given)	0.2	-2	2%	-4%	-1.4	-7%	21%	-5	-8%
COc1ccc(NS(=O)(=O)c2cc3c4c(c2)CC(=O)N4CCC3)cc1Cl	0.5	-1	-14%	-2%	0.9	-2%[57.1 µM]	18%[57.1 µM]	nt	?
COc1ccc2c(c1)c(=O)oc1cc(OC(C(=O)O)c3ccccc3)ccc12 (stereo not given)	1.8	0	2%	0%	0.3	218%[activator][57.1 µM]	89%[activator][57.1 µM]	-18	-24%
Cc1ccc(OCC(=O)Nc2nc(-c3ccc(Br)cc3)ns2)cc1	3.5	-6	-21%	-2%	-0.1	5%	29%	nt	-32%
CC1CCN(S(=O)(=O)c2ccc(F)c(C(=O)O)c2)CC1	1.5	-6	1%	-1%	1.3	8%[57.1 µM]	1%[57.1 µM]	2	-11%
Cc1ccc(OCCCn2c(=O)oc3ccccc32)cc1	nt	1	-12%	0%	-1.5	-2%	14%	nt	-3%
O=C(NCCOc1ccccc1)c1cccc2c1C(=O)c1ccc(Cl)cc1S2(=O)=O	nt	-5	-1%	0%	0.2	-1%[57.1 µM]	0%[57.1 µM]	nt	-18%
O=C(NNc1nc(-c2ccc(Br)cc2)cs1)c1ccco1	0.5	6	-9%	?	0.3	0%	19%	-6	-26%
CCCC(=O)N1CC(=O)Nc2ccc(C)cc2C1c1ccc(F)cc1 (stereo not given)	-0.9	4	13%	0%	-1.2	12%	38%[activator]	-12	?
Cc1cccn2c(Nc3ccccc3)c(-c3ccc(N4CCOCC4)cc3)nc12	0.7	6	0%	1%	-0.4	199%[activator]	-58%	nt	?
Oc1ccc(-c2csc(Nc3ccccn3)n2)cc1O	0.3	3	-1%	-1%	0.3	-1%	-8%	13	-8%
CCc1cc(=O)oc2cc(OCC(=O)N3CCC(C(=O)O)CC3)ccc12	-1.2	2	-14%	-1%	-0.6	47%[activator]	-4%	-13	-11%
Cc1cc(Nc2cccc(C(=O)O)c2)n2ncnc2n1	-0.6	15	17%	2%	0.6	1%	9%	-1	-11%
C[C@]12c3[nH]c4ccccc4c3CCN1C(=O)C(CC(=O)NCc1ccco1)C[C@@H]2C(=O)N1CCOCC1 (stereo not given in full)	nt	nt	-11%	0%	nt	-3%	-7%	nt	-12%
CCOC(=O)C(CCSC)NC(=O)CN (stereo not given)	-0.1	2	2%	0%	0.1	-1%	10%	9	-5%
CC(C(=O)O)C1SC(=O)NC1=O (stereo not given)	0.2	5	5%	-7%	0.5	-1%	9%	5	-10%
COc1ccc2[nH]cc(CCNC(=S)NCCc3ccccc3)c2c1	-0.9	2	-5%	1%	0.1	-4%	-11%	-1	-17%
O=C(C[C@H]1C/C=C\CCC(=O)O[C@@H](c2ccccc2)CNC1=O)NCCO	nt	nt	4%	7%	nt	-2%	1%	nt	15%
O=C(COc1ccc(Cl)cc1)Nc1ncccn1	0.0	10	2%	-3%	-0.1	2%	0%	-1	-9%
N#CC1=C(O)CCCn2c1nc1ccccc1c2=O	0.5	-4	5%	1%	0.4	-2%	-9%	2	6%
CN(c1ccccc1C(=O)Nc1cccnc1)S(C)(=O)=O	-0.5	11	-5%	-1%	1.4	-2%	-2%	-9	-1%
CCOC(=O)N1CCN(S(=O)(=O)c2ccc(C(=O)N(CCN(C)C)c3nc4c(C)cccc4s3)cc2)CC1	-1.1	4	6%	8%	0.5	-10%	-4%	2	-6%
Cc1cc2c(cc1S(=O)(=O)N(C)Cc1ccccc1)OCC(=O)N2	-0.6	0	1%	-19%	-0.2	3%[57.1 µM]	5%[57.1 µM]	9	-26%
CCOC(=O)C1=CN(Cc2ccco2)S(=O)(=O)N(C)C1c1ccc(C(F)(F)F)cc1 (stereo not given)	nt	nt	0%	14%	nt	-1%	?	nt	-16%
O=c1c(-c2ccc(O)cc2)coc2cc(O)ccc12	nt	nt	2%	1%	nt	10%[57.1 µM]	?	nt	-10%
COc1cc2ncc(S(=O)(=O)c3ccccc3)c(N3CCC4(CC3)OCCO4)c2cc1OC	0.4	0	-7%	1%	-0.5	-2%	9%	0	-19%
Oc1cc(Nc2ccccc2)cc2cccnc12	nt	1	nt	-1%	-0.3	-4%	12%[57.1 µM]	nt	nt
COc1ccc(C2c3cc4c(cc3OC(N3CCOCC3)C2C)OCO4)c(OC)c1 (stereo not given)	nt	nt	5%	-1%	nt	-2%[11.4 µM]	13%[11.4 µM]	nt	-23%
CCS(=O)(=O)c1ccc(O)c(NC(=O)/C=C/c2ccccc2)c1	-0.5	-6	3%	6%	-1.3	-6%	12%[57.1 µM]	9	-13%
O=C(Nc1ccc(S(=O)(=O)N2CCCC2)cc1)C1CC(=O)N(c2ccc(F)cc2)C1 (stereo not given)	0.9	-3	1%	-1%	1.9	6%	23%	7	-12%

Next section.
compound	D2 ag	TRHR PAM	IDH1 R132H inh	Pin1 inhibitor	TRHR ag	TrxR1 substrate	TrxR1 inh	D2 antagonist	USP1-UAF1 inh
Cc1ccc([C@@H]2CC=C(C(=O)O)CN2S(=O)(=O)c2ccccc2C)cc1	nt	3	-6%	2%	-0.3	3%	17%[57.1 µM]	nt	-22%
Cc1ccccc1-c1nc2ccccc2o1	-0.4	19	8%	-4%	-1.5	6%	-8%	1	?
Cc1cc(S(=O)(=O)NCC(c2ccco2)S(=O)(=O)c2ccccc2)ccc1F (stereo not given)	0.6	-3	-16%	-9%	0.0	0%[57.1 µM]	11%[57.1 µM]	nt	-26%
CCC(CO)N=CC1=C(O)CC(c2ccccc2)CC1=O (stereo not given)	0.5	32*	-1%	2%	0.4	4%[57.1 µM]	1%[57.1 µM]	-1	?
CC(=O)n1cc(/C=N/NC(=O)c2cccc(O)c2)c2ccccc21	-0.8	5	3%	0%	-0.6	5%[57.1 µM]	1%[57.1 µM]	-4	-21%
